LGR2 antag = blocks bursicon-induced cAMP signaling via Drosophila LGR2; inhibition, % at 9.99 µM; HEK293 LGR2, CRE-luciferase, bursicon-stimulated, 4 h; AID 720647; hit rate 0.35% among 380,000;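 active means drop in luminescence signal, shown as inhibition above about 50% in the replicate tests, limit read from the data, passing the limit was not always enough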;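 further: agonist challenge used bursicon conditioned medium at about half maximal strength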
Xi reactivation = activators of X-chromosome reactivation in mouse fibroblasts. XiGFP mouse fibroblasts, % GFP-positive cells imaging, 3 d; cells co-treated with 5-aza-dC sensitizer; scaled so ellipticine positive control = 100%. hit rate 0.055% among 360,000. activation, % at 7.58 µM;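 active means mean normalized replicate activation at least 10% and every replicate at or above 10%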;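 further: 0% = median of on-plate neutral control wells and 100% = ellipticine 6 µM median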
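System: SV40-immortalized XiGFP fibroblast cells, line 68-5-11 / Incubation: 3-day compound exposure, then 15 min fixation at room temperature / Compound: single concentration per compound, delivered by pin transfer / Buffer or medium: DMEM plus 5-aza-dC sensitizer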
* marks the source's active call; other numbers are inactive results; & = joins results of further samples. The list is partial; count on the stated rates, not on these rows.

`CC(C)CC(=O)NC(=S)NCc1ccccc1` gave LGR2 antag -25.
For COC(=O)c1c(C)oc2ccc(N(C(=O)c3ccncc3)S(=O)(=O)c3ccc4ccccc4c3)cc12 the results were LGR2 antag 40.
For O=P(Cc1ccccc1)(c1ccccc1)c1ccccc1 the results were LGR2 antag 9.
CC(C)(C)c1ccc2c(c1)OC(C(=O)N/N=C\c1ccccn1)CO2 (centres undefined) was read as LGR2 antag 40.
For Cc1cccc(N2CCCn3c2nc2c3c(=O)n(CC(=O)OCc3ccccc3)c(=O)n2C)c1 the results were LGR2 antag 10.
`Cc1ccccc1CSc1nnc(NC(=O)Cc2cccs2)s1` gave LGR2 antag -3.
Screening Cc1[nH]nc2oc(=O)c(CCO)c(C)c12 returned LGR2 antag 11.
For O=C(NCc1ccccc1)c1ccc(-c2ccc(F)cc2)o1 the results were LGR2 antag -9.
`CCCNNC(=O)C(O)(c1cccc(C)c1)c1cccc(C)c1` gave LGR2 antag 2.
`CC1(C)C2CCC1(CS(=O)(=O)Nc1ccc(S(=O)(=O)NC3CCCCC3)cc1)C(=O)C2` (centres undefined) gave LGR2 antag 3.
Screening CCN(CC)S(=O)(=O)c1cccc(-c2n[nH]c(=S)n2/N=C/c2ccc(C(=O)OC)cc2)c1 returned LGR2 antag -4.
`O=C(Cc1ccc([N+](=O)[O-])cc1)Nc1nnc(C2CC2)s1` gave LGR2 antag -19.
`Cc1ccc(-c2noc(CSc3nnc(-c4ccncc4)n3-c3ccc(F)cc3)n2)cc1` gave LGR2 antag 1.
`C/C(=C\C(=O)Nc1nccs1)c1ccccc1` gave LGR2 antag -66.
`CCc1nc2ccccc2c(=O)n1NCCc1ccccc1` gave LGR2 antag -13.
Cc1ccc(-c2cc(C(=O)OCC(=O)Nc3ncc(C(F)(F)F)cc3Cl)c3ccccc3n2)cc1 was read as LGR2 antag -17.
Cc1ccc(F)cc1NC(=O)c1ccc(NS(=O)(=O)c2ccc(Br)s2)cc1 was read as LGR2 antag -24.
CC(=O)Nc1ccc(NC(=O)Cn2cc3c(n2)CCC(C)C3)cc1 (centres undefined) was read as LGR2 antag 3.
Screening CCOc1cc(C(=O)N/N=C/C(Br)=C/c2ccccc2)cc(OCC)c1OCC returned LGR2 antag 2.
`CS(=O)(=O)Nc1ccc(S(=O)(=O)NCCc2ccccc2)cc1` gave LGR2 antag 8.
For O=C(c1cccc(N2C(=O)C3CC=CCC3C2=O)c1)N1CCCCCC1 (centres undefined) the results were LGR2 antag -7.
O=Cc1cn(-c2ccc(F)cc2)c2ccccc12 was read as LGR2 antag -2.
Screening COc1cc(/C=C(\NC(C)=O)C(=O)Nc2cccc(O)c2)ccc1OC(C)=O returned LGR2 antag 3.
Screening O=C(NCc1ccccc1)Nc1cccn(Cc2ccc(F)cc2)c1=O returned LGR2 antag 2.
For O=c1[nH]c2cc3c(cc2cc1CN(CC1CCCO1)S(=O)(=O)c1ccccc1)OCCO3 (centres undefined) the results were LGR2 antag -16.
Screening NNc1nc2ccc(F)cc2s1 returned LGR2 antag -59.
CS/C(=N/S(=O)(=O)c1ccc(C)cc1)c1ccccc1 was read as LGR2 antag 19.
CC(=O)Nc1c(C(=O)N2CCN(c3ccccn3)CC2)cnn1-c1ccc(C)cc1 was read as LGR2 antag 7.
Screening COc1ccc(CC(=O)Nc2ccccc2C(=O)N2CCOCC2)cc1 returned LGR2 antag -14.
`CC(=C1C(=O)c2ccccc2C1=O)N1CCC(C(N)=O)(N2CCCCC2)CC1` gave LGR2 antag 13.
For Cc1cc(C)nc(SCc2csc(-c3ccccc3)n2)n1 the results were LGR2 antag -18.
CCOc1cc(/C=C(\C#N)c2nc(-c3cccs3)c(NC(C)=O)s2)ccc1O was read as LGR2 antag -26.
O=C(Nc1cccc(Cl)c1)c1ccc(F)c(S(=O)(=O)N2CCN(c3ccccn3)CC2)c1 was read as LGR2 antag 16.
COc1ccc(Oc2nc3ccccc3nc2C(F)(F)F)cc1 was read as LGR2 antag 12.
Screening CCOC(=O)C1CCN(c2ncnc3c2cnn3-c2ccc(Cl)cc2)CC1 returned LGR2 antag -33.
Cc1cc(NS(=O)(=O)c2ccc(NC(=O)C(C)Oc3ccc(Cl)cc3)cc2)no1 (centres undefined) was read as LGR2 antag -8.
Screening C1=Nc2ccccc2CN1c1ccccc1 returned LGR2 antag -33.
`CCCCc1ccc(NC(=O)CC(C)(C)C)cc1` gave LGR2 antag -73.
`COCCN1CCc2[nH]c(=S)[nH]c(=O)c2C1` gave LGR2 antag 4.
`CCn1cc(C(C)NC(=O)COc2ccc(Cl)cc2C)c(C)n1` (centres undefined) gave LGR2 antag 6.
Screening COC(=O)CON1C(=O)c2ccccc2C1=O returned LGR2 antag -10.
`Cc1cc([N+](=O)[O-])cc2c1-c1ncccc1C2=Nc1ccccc1` gave LGR2 antag -17.
Screening Nn1c(SCC(=O)Nc2ccc3c(c2)OCCO3)nnc1-c1ccccn1 returned LGR2 antag 4.
`COc1cc(/C=N/O)cc(Br)c1OCC(=O)NCc1ccccc1` gave LGR2 antag 4.
`C=CCSc1ncccc1C(=O)O` gave LGR2 antag 30.
`O=C(Nc1ccc(Cl)cc1)N(Cc1cccnc1)Cc1ccco1` gave LGR2 antag -9.
For CC(C)OCC(O)CCc1n[nH]c(=S)n1-c1ccccc1 (centres undefined) the results were LGR2 antag -4.
O=C(COc1ccc(Cl)cc1)NC1=NN(c2ccccc2)C(=O)C1 was read as LGR2 antag 12.
For CCOc1ccccc1NC(=O)c1c(Br)cnn1C the results were LGR2 antag 5.
COc1ccc(/C=N/NC(=O)c2ccc3c(c2)OCCO3)cc1[N+](=O)[O-] was read as LGR2 antag -13.
CC[C@@H]1C/C=C\C[C@H](c2ccc(OC)cc2OC)NC(=O)[C@H](C)CC(=O)N1 was read as Xi reactivation 0.1.
For C=CCN1[C@@H]2CN(S(C)(=O)=O)C[C@H]1C2c1ccc(-c2ccc(F)cc2)cc1 (some centres undefined) the results were Xi reactivation 0.5.
CCNC[C@@H]1[C@@H](c2ccc(-c3ccc(F)cc3)cc2)[C@@H](CO)N1C(=O)C1CC1 was read as Xi reactivation 0.4.
For C[C@H](CO)N1C[C@H](C)[C@@H](CN(C)S(=O)(=O)c2cccs2)Oc2c(NS(=O)(=O)c3cccs3)cccc2C1=O the results were Xi reactivation 0.0.
For CCN1Cc2cc(C(=O)Nc3nccs3)nc(-c3cccc(C4=CCCC4)c3)c2[C@H]1CCO the results were Xi reactivation 0.1.
`C[C@@H]1COCn2nncc2CC[C@H](Cc2ccccc2)C(=O)N1` gave Xi reactivation 0.0.
Screening C[C@H]1CN([C@@H](C)CO)C(=O)c2ccccc2-c2ccccc2CO[C@@H]1CN(C)C(=O)c1ccncc1 returned Xi reactivation -1.0.
For C[C@@H]1CN([C@H](C)CO)C(=O)c2ccccc2-c2ccccc2CO[C@@H]1CN(C)C(=O)C1CC1 the results were Xi reactivation -1.1.
`COc1ccc2c3c(n(C)c2c1)[C@@H](CO)N(Cc1ccccc1Cl)CC31CCN(C(=O)CC2CC2)CC1` gave Xi reactivation 0.1.
For N#C[C@H]1[C@@H](c2ccc(C#CC3CCCC3)cc2)[C@@H](CO)N1C(=O)c1cccc(F)c1 the results were Xi reactivation -0.1.
CC(=O)N(C)C[C@@H]1Oc2ccccc2C(=O)N(C)C[C@@H]1C was read as Xi reactivation 0.3.
Screening C[C@@H]1C/C=C\C[C@@H](c2ccc3c(c2)OCO3)NC(=O)[C@@H](c2ccccc2)CC(=O)N1 returned Xi reactivation 0.0.
COc1ccc2c3c(n(C)c2c1)[C@@H](CO)N(C(=O)CN1CCOCC1)CC31CCN(C)CC1 was read as Xi reactivation 0.0.
`C[C@@H]1CN(C)C(=O)c2cccc(N)c2O[C@@H]1CN(C)C(=O)OC(C)(C)C` gave Xi reactivation 0.4.
For CC(C)[C@H]1CC=CC[C@@H](C)Oc2ccccc2C(=O)N(C)[C@H](Cc2ccccc2)C(=O)N1 (mixture of isomers) the results were Xi reactivation 0.2.
For CC(=O)N(C)C[C@@H]1Oc2ccc(NS(C)(=O)=O)cc2C(=O)N(C)C[C@H]1C the results were Xi reactivation 0.2.
C[C@H](CO)N1C[C@H](C)[C@@H](CN(C)C(=O)Nc2cccc(F)c2)OCc2ccccc2-c2ccccc2C1=O was read as Xi reactivation -0.7.
CO[C@H]1CN(C)C(=O)c2ccc(NC(=O)NC(C)C)cc2OC[C@H](C)N(S(C)(=O)=O)C[C@@H]1C was read as Xi reactivation -0.1.
For COc1ccc2c3c([nH]c2c1)[C@@H](CO)N(Cc1ccccc1)CC31CN(C(=O)Cc2ccccc2)C1 the results were Xi reactivation 0.3.
`CCCNC[C@H]1[C@@H](c2ccc(-c3cccc(C#N)c3)cc2)[C@@H](CO)N1C(C)=O` gave Xi reactivation 0.3.
COc1ccc2c3c(n(C)c2c1)[C@H](CO)N(CC1CC1)CC31CCN(S(=O)(=O)c2cccs2)CC1 was read as Xi reactivation 0.2.
`C/C=C/c1cccc(-c2nc(C(=O)NCCN3CCCC3)cc3c2[C@@H](CCO)N([S@](=O)C(C)(C)C)C3)c1` gave Xi reactivation 0.0.
Screening CC(=O)N(C)C[C@H]1Oc2c(cccc2N(C)C)C(=O)N(C)C[C@@H]1C returned Xi reactivation 0.4.
`CCC(=O)N1CC2(C1)CN(C(=O)CN1CCOCC1)[C@@H](CO)c1[nH]c3cc(OC)ccc3c12` gave Xi reactivation 0.4.
`CNC[C@H]1Oc2ccc(N)cc2CC(=O)N(C)C[C@H]1C` gave Xi reactivation 0.1.
CC(=O)Nc1ccc2c(c1)CC(=O)N(C)C[C@@H](C)[C@H](CN(C)C(=O)NC(C)C)O2 was read as Xi reactivation 0.3.
Screening COc1ccc(C[C@H]2CCn3nncc3COC[C@H](c3ccccc3)NC2=O)cc1 returned Xi reactivation 0.1.
For O=C1N[C@H](Cc2ccccc2)COCc2cn(nn2)CC[C@@H]1Cc1cccc(F)c1 the results were Xi reactivation 0.1.
`CC(=O)N1[C@@H]2CN(C(=O)NC(C)C)C[C@H]1C2c1ccccc1` (some centres undefined) gave Xi reactivation 0.3&0.1.
Screening CC[C@H]1CC=CC[C@@H](C)Oc2ccccc2C(=O)N(C)[C@H](C(C)C)C(=O)N1 (mixture of isomers) returned Xi reactivation 0.1.

At a glance, some entries already given.
For CC(C)[C@H]1CC=CC[C@@H](C)Oc2ccccc2C(=O)N(C)[C@H](Cc2ccccc2)C(=O)N1 (mixture of isomers) the results were Xi reactivation 0.2.
For CC(=O)N(C)C[C@@H]1Oc2ccc(NS(C)(=O)=O)cc2C(=O)N(C)C[C@H]1C the results were Xi reactivation 0.2.
C[C@H](CO)N1C[C@H](C)[C@@H](CN(C)C(=O)Nc2cccc(F)c2)OCc2ccccc2-c2ccccc2C1=O was read as Xi reactivation -0.7.
CO[C@H]1CN(C)C(=O)c2ccc(NC(=O)NC(C)C)cc2OC[C@H](C)N(S(C)(=O)=O)C[C@@H]1C was read as Xi reactivation -0.1.
For COc1ccc2c3c([nH]c2c1)[C@@H](CO)N(Cc1ccccc1)CC31CN(C(=O)Cc2ccccc2)C1 the results were Xi reactivation 0.3.
`CCCNC[C@H]1[C@@H](c2ccc(-c3cccc(C#N)c3)cc2)[C@@H](CO)N1C(C)=O` gave Xi reactivation 0.3.
COc1ccc2c3c(n(C)c2c1)[C@H](CO)N(CC1CC1)CC31CCN(S(=O)(=O)c2cccs2)CC1 was read as Xi reactivation 0.2.
`C/C=C/c1cccc(-c2nc(C(=O)NCCN3CCCC3)cc3c2[C@@H](CCO)N([S@](=O)C(C)(C)C)C3)c1` gave Xi reactivation 0.0.
Screening CC(=O)N(C)C[C@H]1Oc2c(cccc2N(C)C)C(=O)N(C)C[C@@H]1C returned Xi reactivation 0.4.
`CCC(=O)N1CC2(C1)CN(C(=O)CN1CCOCC1)[C@@H](CO)c1[nH]c3cc(OC)ccc3c12` gave Xi reactivation 0.4.
`CNC[C@H]1Oc2ccc(N)cc2CC(=O)N(C)C[C@H]1C` gave Xi reactivation 0.1.
CC(=O)Nc1ccc2c(c1)CC(=O)N(C)C[C@@H](C)[C@H](CN(C)C(=O)NC(C)C)O2 was read as Xi reactivation 0.3.
Screening COc1ccc(C[C@H]2CCn3nncc3COC[C@H](c3ccccc3)NC2=O)cc1 returned Xi reactivation 0.1.
For O=C1N[C@H](Cc2ccccc2)COCc2cn(nn2)CC[C@@H]1Cc1cccc(F)c1 the results were Xi reactivation 0.1.
`CC(=O)N1[C@@H]2CN(C(=O)NC(C)C)C[C@H]1C2c1ccccc1` (some centres undefined) gave Xi reactivation 0.3&0.1.
Screening CC[C@H]1CC=CC[C@@H](C)Oc2ccccc2C(=O)N(C)[C@H](C(C)C)C(=O)N1 (mixture of isomers) returned Xi reactivation 0.1.

Next section
Screening COCC(=O)N1CCC2(CC1)CN(Cc1cccc(OC)c1)[C@H](CO)c1c2c2ccc(OC)cc2n1C returned Xi reactivation 0.5.
`CO[C@@H]1CN(C)C(=O)c2ccc(NC(=O)c3nc4ccccc4s3)cc2OC[C@@H](C)N(Cc2cncnc2)C[C@@H]1C` gave Xi reactivation 0.2.
COc1ccc2c3c(n(C)c2c1)[C@@H](CO)N(C(C)=O)CC31CN(C(=O)NC(C)C)C1 was read as Xi reactivation 0.2.
O=C(c1ccc(F)cc1)N1CC[C@@H]2[C@H](CO)Nc3ccc(C#CC4CC4)cc3[C@@H]21 was read as Xi reactivation 0.1.
Screening C[C@@H]1CN(C)C(=O)c2ccccc2O[C@@H]1CN(C)C(=O)OC(C)(C)C returned Xi reactivation 0.2.

High-throughput results deposited in PubChem by Broad Institute.
